PglD inh = PglD (C. jejuni) enzyme inhibition; AID 602405; purified PglD enzyme, DTNB colorimetric CoA detection; 360,000 tested, 0.098% active; inhibition, % at 12.5 µM; in the data active = inhibition above about 16%, passing the limit was not always enough; inconclusive = no clear call, values can overlap the other calls; note: strong numbers were not always called active
Statin myotox sup = suppression of simvastatin myotoxicity; rescue of ATP level, % at 7.49 µM; C2C12 myotubes + simvastatin, ATP luminescence, 48 h; scaled: DMSO 0, geranylgeraniol control 100; 330,000 tested, 0.78% active;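 active = mean ATP rescue above about 67%, or every replicate alone reaching that limit, limit read from the data, passing the limit was not always enough; inconclusive = no clear call, values can overlap the other calls; inactive = mean under the limit and some replicate under it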;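 note: myotubes were challenged with 10 µM simvastatin during compound exposure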
ERp5 block = inhibitors of human ERp5; ERp5 insulin aggregation, absorbance 650 nm, 90 min; inhibition, % at 9.99 µM; 350,000 tested, 0.05% active; AID 651711;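 active = mean replicate inhibition above about 25%, with every replicate also reaching it, limit read from the data, passing the limit was not always enough; inconclusive = only one of those two criteria met; inactive = neither criterion met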
Target sequence (Q15084 whole entry, looked up): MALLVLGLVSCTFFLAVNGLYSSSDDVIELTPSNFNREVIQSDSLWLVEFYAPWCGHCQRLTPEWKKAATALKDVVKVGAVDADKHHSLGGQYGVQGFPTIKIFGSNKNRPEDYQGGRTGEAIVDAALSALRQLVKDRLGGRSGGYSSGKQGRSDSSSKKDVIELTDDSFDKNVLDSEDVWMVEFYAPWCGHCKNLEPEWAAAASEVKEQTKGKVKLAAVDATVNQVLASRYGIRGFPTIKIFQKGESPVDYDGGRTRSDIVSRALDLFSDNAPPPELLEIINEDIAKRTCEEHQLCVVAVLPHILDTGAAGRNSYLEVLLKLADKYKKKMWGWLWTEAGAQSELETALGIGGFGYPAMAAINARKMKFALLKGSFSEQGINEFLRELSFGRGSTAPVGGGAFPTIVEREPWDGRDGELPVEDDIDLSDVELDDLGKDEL
SIRT5 inh = inhibitors of human sirtuin-5 desuccinylase; inhibition, % at 15 µM; 330,000 tested, 1.1% active; Purified SirT5, succinyl-peptide AMC, trypsin-coupled fluorescence; Q9NXA8; in the data active = inhibition above about 15%; inconclusive = no clear call, values can overlap the other calls
Target sequence (Q9NXA8 whole entry, looked up): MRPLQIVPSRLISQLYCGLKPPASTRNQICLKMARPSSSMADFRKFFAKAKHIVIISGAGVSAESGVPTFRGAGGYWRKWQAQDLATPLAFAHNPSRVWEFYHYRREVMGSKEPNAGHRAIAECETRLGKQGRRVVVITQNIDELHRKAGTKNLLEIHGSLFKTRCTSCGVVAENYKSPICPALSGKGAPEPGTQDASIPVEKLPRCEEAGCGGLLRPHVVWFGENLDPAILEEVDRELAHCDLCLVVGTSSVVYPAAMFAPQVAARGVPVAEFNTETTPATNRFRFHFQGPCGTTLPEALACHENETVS
E-sel inducer = E-selectin induction on HUVECs; HUVEC E-selectin immunofluorescence imaging; normalized: neutral wells 0, TNF-alpha wells 100; activation, % at 7.58 µM; 260,000 tested, 0.37% active;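 active = mean E-selectin-positive cell signal at least 10% of the positive control, reached in at least 60% of replicates, without over 20% cell loss; inconclusive = no rule given, readout overlaps actives, possibly toxicity-flagged; inactive = the rest, including those meeting only one limit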;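 note: in these data hits start at about 27%; measured in HUVEC primary endothelial cells; signal is the percent of cells scored E-selectin positive by PE staining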
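Assay system: HUVEC, human umbilical vein endothelial cells / Amount: 3,000 HUVEC/well / Controls: TNF-alpha positive control, DMSO neutral control / Compound dosing: single concentration / Medium: EGM-2 over gelatin coat / Evaluation: percent E-selectin-positive cells / Signal: immunofluorescence imaging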
DENV2 CPE = protects cells from dengue virus 2 cytopathic effect. DENV2-infected cells, cytopathic effect rescue, plate reader. CPE inhibition, % at 9.99 µM. 350,000 tested, 1.7% active; in the data active = CPE inhibition above about 20%, passing the limit was not always enough; inconclusive = no clear call, values can overlap the other calls; tested in BHK-21 cells;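 note: 0% = median of neutral control wells and 100% = median of positive control wells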
S100A4 MyoIIA = inhibitors of human S100A4 binding to myosin IIA peptide; P26447; S100A4/TAMRA-MyoIIA peptide fluorescence polarization; inhibition, % at 10.7 µM; 360,000 tested, 0.14% active; AID 652163;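 active = mean inhibition of at least 70% across replicates, with every replicate also reaching that level; inconclusive = mean inhibition reaches 70% but some replicates fall short; inactive = mean inhibition below 70%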
Target sequence (P26447 whole entry, looked up): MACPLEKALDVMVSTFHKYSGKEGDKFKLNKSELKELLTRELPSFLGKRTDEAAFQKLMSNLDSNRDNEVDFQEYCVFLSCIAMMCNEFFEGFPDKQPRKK
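Assay system: human S100A4 monomer with TAMRA-labelled myosin IIA peptide / Buffer or medium: Calcium-containing HEPES buffer, pH 7.2 / Reagent: TAMRA-labelled myosin IIA heavy-chain peptide probe, 5 nM / Compound: one dose per compound / Timing: polarization read 5 min after assay mix addition, stable 5–60 min / Benchmarks: neutral control DMSO, positive control TFP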
An asterisk follows results filed as active; u = inconclusive; x = not tested or not shown; & = joins results of further samples. The list is partial. The share of hits here may be higher or lower than overall.

SMILES	PglD inh	Statin myotox sup	ERp5 block	SIRT5 inh	E-sel inducer	DENV2 CPE	S100A4 MyoIIA
CCOC(=O)N1CCN(S(=O)(=O)c2ccc(C(=O)N(CCCN(C)C)c3nc4ccc(CC)cc4s3)cc2)CC1	3	2	-3	-1	1.3	-10	10
COc1ccc2c3c(n(C)c2c1)[C@H](CO)N(C(=O)c1ccccn1)CC31CCN(C(=O)Cc2ccccc2)CC1	x	x	4	1	0.6	-12	-13
Cc1ccc(C(=O)NCCN2CCC(n3c(=O)[nH]c4ccccc43)CC2)cc1F	x	x	2	-1	1.2	18	-1
Cn1c(-c2ccccc2)cc2ccccc21	-1	8	-1	4	x	19	2
C[C@@H]1CN([C@H](C)CO)C(=O)c2cc(-c3ccc(F)cc3)cnc2O[C@H]1CN(C)C(=O)c1ccccc1F	4	28	-6	2	-0.1	0	-5
Cc1cnc(CN(C)C(=O)CC2C(=O)NCCN2CCCc2ccccc2)[nH]1 (stereo not drawn)	-4	-2	-3	-5	-1.7	-10	-2
Cc1ccccc1Nc1nc(N)nc(COC(=O)c2c(C)noc2C)n1	-2	4	1	x	-0.1	-2	-1
COc1ccc(NC(=O)N(C)C[C@@H]2OCCCC[C@H](C)Oc3ccc(NC(=O)Nc4ccc(F)cc4)cc3C(=O)N([C@H](C)CO)C[C@@H]2C)cc1	-1	x	3	9	0.0	-1	1
Cc1sc(NC(=O)c2ccc(=O)n(C)n2)nc1-c1ccccc1	-1	-37	-8	0	x	9	-1
CC(=NNC(=O)c1ccncc1)c1cc(Cl)ccc1Cl	-9	9	8	x	-0.1	4	4
CC(C)NCC(O)COCCOc1ccc(Cl)cc1 (stereo not drawn)	0	0	4	x	0.1	8	0
COc1cccc(C(=O)/C(C#N)=N/Nc2cccc(-c3ccnc(C)n3)c2)c1	x	x	3	-6	0.6	-2	1
Cc1ccc(-c2[nH]nc3c2C(c2ccc(OC(=O)N4CCOCC4)cc2)C(C#N)=C(N)O3)cc1 (stereo not drawn)	x	x	1	-2	x	2	10
Cc1ccc2[nH]c(=O)c(CN(CC3COCCO3)C(=O)Nc3ccccc3C)cc2c1 (stereo not drawn)	x	x	-2	-1	x	-4	-4
CCCCc1nnc(NC(=O)CN(C)S(=O)(=O)c2ccc(C)cc2)s1	4	-2	-14	-7	-0.4	-11	-2
COc1ccc2oc(C(=O)N(Cc3ccco3)Cc3cccs3)c(C)c2c1	x	x	-18	1	-0.1	-4	2
C[C@H]1CN([C@@H](C)CO)C(=O)c2cccc(NS(C)(=O)=O)c2O[C@H]1CN(C)C	-1	-18	-14	-3	-1.6	-3	6
OCC[C@H]1C[C@H](O)[C@@H](O)[C@@]2(CCCCO2)O1	2	-6	1	x	0.2	-4	10
CCC(=O)N1CC[C@@H]2[C@@H](CO)Nc3ccc(C#Cc4ccccc4F)cc3[C@@H]21	x	x	0	2	0.0	-12	4
COc1ccc(S(=O)(=O)Nc2ccc3c(c2)C(=O)N([C@@H](C)CO)C[C@H](C)[C@@H](CN(C)Cc2ccc(Cl)c(Cl)c2)OCCCC[C@H](C)O3)cc1	0	53	x	x	0.0	-22	x
O=C(NCC[C@H]1CC[C@@H](NS(=O)(=O)c2ccccc2)[C@@H](CO)O1)c1ccc2c(c1)OCO2	1	1	-4	0	0.5	-6	-3
CN(C)C(=O)c1cccc(-c2ccc([C@@H]3[C@H]4CN(C(=O)C5CCC5)CC(=O)N4[C@H]3CO)cc2)c1	x	x	3	0	0.5	-4	0
O=C(Cc1ccc(F)cc1)Nc1cccc(-c2cn3c(n2)SCC3)c1	x	x	-2	-3	0.1	2	-5
Cc1cccc(C)c1NC(=O)CNC(=O)Cc1c[nH]c2ccccc12	-2	-8	3	0	1.1	x	-4
COc1ccc(S(=O)(=O)N(C)C[C@@H]2Oc3cc(Br)ccc3S(=O)(=O)N([C@H](C)CO)C[C@@H]2C)cc1	4&-2	-3&0	6&0	-3	-3.4	-10&-1	0&-11
COc1cccc(C2NC(=O)NC(C)=C2C(=O)OCC2CCCCC2)c1 (stereo not drawn)	3	-22	6	-2	x	-2	-11
COc1ccccc1-c1ccc2c(c1)[C@@H]1[C@@H](CCN1S(=O)(=O)c1ccccc1)[C@H](CO)N2	1	0	-2	6	-0.6	-2	1
COc1ccccc1C(=O)Nc1nnc(S(=O)(=O)N2CCCCC2)s1	0	2	-2	1	x	-1	26
CNC(=O)C[C@H]1CC[C@H]2[C@H](COc3ccc(NS(=O)(=O)c4cccc(F)c4)cc3C(=O)N2C)O1	0	5	4	-1	0.0	-9	13
Cc1ccc(N2CC(C(=O)NC(C)CCc3ccccc3)CC2=O)cc1 (stereo not drawn)	-1	8	12	3	0.9	-3	-1

Four of these compounds, reformatted.
Structure | PglD inh | Statin myotox sup | ERp5 block | SIRT5 inh | E-sel inducer | DENV2 CPE | S100A4 MyoIIA
O=C(Cc1ccc(F)cc1)Nc1cccc(-c2cn3c(n2)SCC3)c1 | x | x | -2 | -3 | 0.1 | 2 | -5
COc1ccc2oc(C(=O)N(Cc3ccco3)Cc3cccs3)c(C)c2c1 | x | x | -18 | 1 | -0.1 | -4 | 2
OCC[C@H]1C[C@H](O)[C@@H](O)[C@@]2(CCCCO2)O1 | 2 | -6 | 1 | x | 0.2 | -4 | 10
COc1ccc(S(=O)(=O)Nc2ccc3c(c2)C(=O)N([C@@H](C)CO)C[C@H](C)[C@@H](CN(C)Cc2ccc(Cl)c(Cl)c2)OCCCC[C@H](C)O3)cc1 | 0 | 53 | x | x | 0.0 | -22 | x

(list continues)
SMILES	PglD inh	Statin myotox sup	ERp5 block	SIRT5 inh	E-sel inducer	DENV2 CPE	S100A4 MyoIIA
O=C(c1ccc(F)cc1)N1[C@H](CO)[C@@H]2c3ccccc3NC[C@@H]21	1	1	1	7	0.0	-7	19
CCCOc1ccc2ccccc2c1/C=C1\SC(=O)NC1=O	-7	-19	1	-1	0.3	-4	-10
C[C@@H]1CN([C@@H](C)CO)S(=O)(=O)c2ccc(C3=CCCCC3)cc2O[C@H]1CN(C)S(C)(=O)=O	0	-52	2	-2	-0.3	1	36
COCC(=O)NCC1CCN(C(=O)C(=O)c2cccs2)CC1	x	x	-2	x	-0.1	-2	2
Cc1nnc(SCC(=O)Nc2ccc([N+](=O)[O-])cc2)n1C	-1	13	2	5	x	-4	6
CC(=O)[C@@H]1[C@@H]2C(=O)N(Cc3ccccc3)C(=O)[C@@H]2C2c3ccccc3C=CN21 (stereo partly drawn)	x	x	1	11	x	x	-8
CC(C)(C)C(=O)Nc1scc(-c2ccc(-c3ccccc3)cc2)c1C(=O)O	2	-6	-1	-3	0.8	1	0
COc1ccc(-c2coc3c(C(=O)NCCN4CCOCC4)cccc23)c(C)c1	7	-9	7	0	-0.1	-2	-2
Cn1c(SCC(=O)NCCc2ccccc2)ncc(C(=O)Nc2ccccc2)c1=O	4	-5	0	-2	0.4	6	-4
O=C(CSc1nc2ccccc2s1)N/N=C/c1cc([N+](=O)[O-])ccc1O	x	x	3	-3	0.2	-3	-3
CCN(C(=O)CSc1nnc(-c2ccccc2F)n1N)c1c(N)n(Cc2ccccc2)c(=O)[nH]c1=O	-3	5	-4	-2	-0.7	-1	-6
O=C(C[C@H]1CC[C@H]2[C@@H](COC[C@@H](O)CN2C(=O)c2ccc(F)cc2)O1)N1CCOCC1	4	2	0	1	0.0	-3	-4
NS(=O)(=O)c1cnccc1NCCc1ccccc1	-4	-2	0	-4	2.3	1	-8
CCNC(=O)C(=O)c1c(-c2ccccc2)[nH]c2ccccc12	x	x	-4	1	x	3	1
CCOC(=O)CCCCCNC(=O)c1ccc(F)cc1F	-2	x	-8	x	0.0	8	-3
COc1ccccc1N(CC(=O)N1CCN(Cc2ccccc2)CC1)S(=O)(=O)c1ccccc1	-1	-10	-4	x	-0.2	17	-12
O=C(CS(=O)(=O)c1ccc(C(F)(F)F)cn1)NNC(=O)c1ccccc1	-2	-4	4	-2	-0.1	-8	-4
COc1ccc(-c2ccc([C@H]3[C@@H](C#N)N[C@@H]3CO)cc2)cc1	0	4	4	1	-0.3	7	-4
Cc1ccc(C2c3c(oc4cc(C)c(C)cc4c3=O)C(=O)N2CCCN2CCOCC2)cc1 (stereo not drawn)	-5	7	7	2	0.1	3	-4
CCCNC(=O)C[C@H]1C[C@H]2c3cc(NC(=O)C4CCC4)ccc3O[C@H]2[C@H](CO)O1	2	2	23	-9	-0.2	-3	9
COC(=O)C(Cc1ccc(O)cc1)NC(=O)CCc1ccco1 (stereo not drawn)	0	4	-1	3	x	8	2
COc1ccc(/C=C/C(=O)Nc2ccncc2)cc1OC	-3	-5	-1	-7	x	4	-3
O=C(NCCC1=CCCCC1)c1cc(S(=O)(=O)N2CCOCC2)ccc1Cl	x	x	-9	-9	-0.3	7	-15
Cc1ccc(NC(=S)NNC(=O)c2nnn(-c3ccccc3)c2C)cc1	x	x	0	2	x	-4	11
COc1ccc(CN(C)C[C@@H]2Oc3ccc(NC(=O)Cc4ccccc4)cc3CC(=O)N([C@@H](C)CO)C[C@H]2C)cc1	x	x	-5	3	-0.2	0	84*
Cc1ccsc1/C=N/NC(=O)C(O)c1ccccc1 (stereo not drawn)	2	-1	0	-3	x	-2	-9
CN(CC(=O)Nc1ccccc1Br)C(=O)COc1cccc2c1OC(C)(C)C2	-3	-9	3	-10	x	0	4
COc1cccc(-c2cnc3c(c2)C(=O)N([C@H](C)CO)C[C@@H](C)[C@H](CN(C)C(=O)CC2CC2)O3)c1	3	x	3	14	0.2	7	-5
CC(=O)c1cccc(OCCCOc2cccc3cccnc23)c1	-5	16	6	2	x	3	0
Cc1ccc[n+](CC2OCc3ccccc3CO2)c1	x	x	-6	-1	x	-3	-9
CCC1=C(OC(=O)N(CC)CC)N2C(=O)OC(=NCC(=O)OC)[C@]2(Cc2ccccc2)[C@H]2C1=CC[C@H]1C(=O)N(C)C(=O)[C@H]12	9	4	-5	x	-0.9	7	38
CCc1cc(C(=O)NCC(C)(C)N2CCOCC2)sc1C	x	-4	3	8	-0.6	u	-2
Cc1ccc(C(C)C)c(OCCNC(=O)c2ccccc2O)c1	-3	-13	-1	-6	-0.1	45*	-1
Cc1ccccc1OCC(=O)Nc1nnc(-c2ccco2)s1	x	x	-6	1	-0.2	3	7
CCOc1ccccc1C1NC(=O)c2ccccc2O1 (stereo not drawn)	-1	-9	-2	-1	5.0	8	-2
O=C(CSc1nnc(CNC(=O)c2ccccc2)o1)c1ccc(Cl)cc1	6	x	-15	-1	-0.1	14	-2
Cc1ccccc1NC(=O)CSc1nnc(C)c(=O)[nH]1	x	x	4	-4	0.7	x	-4
Clc1ccc(C2Nc3cccc4cccc(c34)N2)c(Cl)c1	5	18	6	0	0.3	-4	-11
COc1ccc(NC(=O)N(C)C[C@@H]2Oc3c(NC(=O)c4cc(C)nn4C)cccc3C(=O)N([C@@H](C)CO)C[C@H]2C)cc1	6	-12	-7	-4	x	4	-6
Cc1cc([N+](=O)[O-])nn1CCCC(=O)O	0	3	0	-4	0.4	-2	2
C[C@@H]1CCCCO[C@@H](CN(C)C(=O)Nc2ccc3c(c2)OCO3)[C@@H](C)CN([C@H](C)CO)C(=O)c2cc(NS(=O)(=O)c3cccs3)ccc2O1	2	-17	-12	0	0.1	-2	-12
S=C1NC2(CCCCCC2)NN1c1ccccc1	x	x	0	x	-0.1	1	1
O=C(O)c1ccc(S(=O)(=O)N2CCSCC2)cc1	0	5	3	2	-0.5	-3	0
CCOc1ccccc1NC(=O)c1cnccn1	1	-2	2	3	1.2	16	5
O=C(O)CNC(=O)C(Cc1ccccc1)NC(=O)OCc1ccccc1 (stereo not drawn)	x	1	3	-1	x	-1	-1
O=C1COc2ccc(C(=O)COC(=O)c3cnc(Cl)c(Cl)c3)cc2N1	x	x	-1	-3	x	x	-2

Screening data from PubChem.
